SRC3 inh = SRC3 coactivator transcriptional activity inhibitors, primary screen, cell-based, luminescence. Nuclear receptor coactivator 3 (Homo sapiens), Q9Y6Q9. HEK293 GAL4-SRC3 luciferase reporter. inhibition, % at 3.6 µM. actives 0.17% (n = 360,000);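 active = inhibition above a per-campaign cutoff, the mean of all compounds plus 3 SD, cut at about 60% in these data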;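 also: 0% = DMSO-treated cells and 100% = gossypol-treated cells at 36 µM; higher means less SRC3-driven luciferase light from the GAL4 reporter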
TROY NFkB inh = inhibitors of TROY-driven NF-kB signaling, primary screen, Q293 LMP1-TROYcd cells, NF-kB luciferase, uHTS; Q293 LMP1-TROYcd NF-kB luciferase reporter, 4 h; inhibition, % at 10 µM; actives 0.98% (n = 360,000);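 active = compounds whose plate-normalised and pattern-corrected inhibition of the luciferase reporter signal at the single screening dose is 50% or more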
EBV LMP1 NFkB = EBV LMP1-driven NF-kappaB luciferase reporter inhibitors, primary screen, cell-based, luminescence, single point | LMP1-induced NF-kappaB luciferase reporter cells | inhibition, % at 12.5 µM | actives 0.69% (n = 350,000) | AID 504558, 2011; in the data active = inhibition above about 41%;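 also: 0% = neutral control wells and 100% = reference inhibitor control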
TRAIL sens C8 = viability loss with TRAIL in NB7+C8 cells, primary screen, TRAIL sensitizer project, cell-based, ATPlite luminescence. AID 624354, 2012. inhibition (viability loss, TRAIL sensitization), % at 10 µM. actives 1% (n = 360,000);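 active = compounds causing at least 50% loss of cell viability in the single-dose screen, relative to plate controls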
NOD2 RIPK2 PPI = NOD2-RIPK2 binding disruptors in cells, primary screen, fluorescence, CHO cells, BLA complementation; Receptor-interacting serine/threonine-protein kinase 2 (Homo sapiens), O43353; CCF4 ratio; inhibition, % at 4.98 µM; actives 0.38% (n = 360,000); AID 624267, 2012; in the data active = inhibition above about 21%;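 also: 0% = vehicle only and 100% = reference blocker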
SRC2 inh = inhibition of GAL4-SRC2 driven luciferase reporter, primary screen, SRC2 inhibitor project, cell-based, luminescence; HEK293 GAL4-SRC2 luciferase reporter; actives 0.17% (n = 370,000); Nuclear receptor coactivator 2 (Homo sapiens), Q15596; inhibition, % at 9 µM; AID 651957, 2012;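 active = inhibition above the mean inhibition of all tested compounds plus 3 SD, set per campaign, cut at about 52% in these data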;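 also: 0% = DMSO treated cells and 100% = cells given Gossypol at 36 µM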
SRC1 inh = SRC1 coactivator transcriptional activity inhibitors, primary screen, cell-based, luminescence. HEK293 GAL4-SRC1 luciferase reporter. inhibition, % at 3.6 µM. actives 0.12% (n = 360,000). AID 588354, 2011;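 active = inhibition above the campaign mean plus 3 SD, with each screening campaign given its own cutoff, cut at about 60% in these data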;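 also: 0% = DMSO treated cells and 100% = gossypol at 36 µM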
Target sequence (Q15788 whole entry, looked up, the tested form may be a part): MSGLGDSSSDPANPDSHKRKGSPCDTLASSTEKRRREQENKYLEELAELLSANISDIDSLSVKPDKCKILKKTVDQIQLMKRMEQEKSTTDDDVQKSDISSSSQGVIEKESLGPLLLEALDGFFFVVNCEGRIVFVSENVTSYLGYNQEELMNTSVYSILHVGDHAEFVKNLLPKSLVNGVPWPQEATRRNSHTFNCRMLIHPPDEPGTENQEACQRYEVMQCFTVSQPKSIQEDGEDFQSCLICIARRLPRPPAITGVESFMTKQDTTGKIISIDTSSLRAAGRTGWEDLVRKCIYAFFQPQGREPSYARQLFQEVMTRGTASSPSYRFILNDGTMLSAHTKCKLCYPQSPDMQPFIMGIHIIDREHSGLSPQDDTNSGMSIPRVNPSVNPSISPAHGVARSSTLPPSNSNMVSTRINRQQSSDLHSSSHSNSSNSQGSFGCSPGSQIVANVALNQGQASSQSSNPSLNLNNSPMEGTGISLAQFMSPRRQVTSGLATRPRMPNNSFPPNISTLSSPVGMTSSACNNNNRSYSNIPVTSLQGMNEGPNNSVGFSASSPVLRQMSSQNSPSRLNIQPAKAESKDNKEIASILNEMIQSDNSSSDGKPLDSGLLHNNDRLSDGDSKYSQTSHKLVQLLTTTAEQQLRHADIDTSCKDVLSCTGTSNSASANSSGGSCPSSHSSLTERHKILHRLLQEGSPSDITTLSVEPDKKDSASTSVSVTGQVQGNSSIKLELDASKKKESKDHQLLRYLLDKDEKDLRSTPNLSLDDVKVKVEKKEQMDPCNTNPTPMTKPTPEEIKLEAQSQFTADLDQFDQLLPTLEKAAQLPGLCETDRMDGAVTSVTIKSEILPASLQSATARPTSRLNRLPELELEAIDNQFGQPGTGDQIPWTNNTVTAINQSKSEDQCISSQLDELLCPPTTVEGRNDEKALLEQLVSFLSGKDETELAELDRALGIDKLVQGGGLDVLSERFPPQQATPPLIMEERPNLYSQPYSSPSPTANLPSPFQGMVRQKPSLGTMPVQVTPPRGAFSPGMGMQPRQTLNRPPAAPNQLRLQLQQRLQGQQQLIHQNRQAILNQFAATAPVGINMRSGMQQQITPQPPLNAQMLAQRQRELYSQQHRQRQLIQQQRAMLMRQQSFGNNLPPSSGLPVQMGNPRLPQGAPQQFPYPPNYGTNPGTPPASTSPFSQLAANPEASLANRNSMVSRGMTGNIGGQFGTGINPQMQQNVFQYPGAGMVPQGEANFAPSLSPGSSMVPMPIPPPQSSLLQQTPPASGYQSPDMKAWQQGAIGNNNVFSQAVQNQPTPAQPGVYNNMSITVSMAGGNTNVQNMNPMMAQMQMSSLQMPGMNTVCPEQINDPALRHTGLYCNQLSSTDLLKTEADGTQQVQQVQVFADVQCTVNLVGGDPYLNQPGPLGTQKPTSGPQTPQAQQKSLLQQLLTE
LRH-1 inv ag = LRH-1 (NR5A2) inverse agonists, primary screen, cell-based, luminescence, HEK293T, StAR-luciferase reporter | Nuclear receptor subfamily 5 group A member 2 (Homo sapiens), O00482 | LRH-1 transfected, 24 h | inhibition, % at 3.6 µM | actives 0.13% (n = 360,000) | AID 602396, 2012;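 active = inhibition above the mean inhibition of all tested compounds plus 3 SD, cut at about 73% in these data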;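 also: 0% = DMSO wells and 100% = reporter-only cells lacking LRH-1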
TLR9-MyD88 inh = inhibitors of TLR9-MyD88 association in cells, primary screen, cell-based, CHO, BLA complementation, fluorescence | actives 0.21% (n = 340,000) | inhibition, % at 4.98 µM | CCF4 FRET ratio;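 active = inhibition above the mean over all tested compounds plus 3 SD, cut at about 21% in these data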;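 also: 0% = DMSO only wells and 100% = clavulanate BLA inhibitor control wells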
TWEAK-Fn14 inh = inhibitors of TWEAK-Fn14 signaling, primary screen, luciferase reporter cells, uHTS | TWEAK-stimulated Fn14 reporter cells, luciferase luminescence, 8 h | actives 2% (n = 360,000) | AID 1159606, 2016 | inhibition, % at 10 µM; in the data active = inhibition above about 50%
NR2F2 inh = NR2F2 transcriptional activity inhibitors, primary screen, cell-based, luciferase reporter, HEK293T, luminescence; COUP transcription factor 2 (Homo sapiens), P24468; HEK293T NGFI-A luciferase reporter; inhibition, % at 8.6 µM; actives 0.7% (n = 370,000); AID 686940, 2013;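 active = inhibition above a per-plate cutoff, mean inhibition of test wells between control levels plus 3 SD, cut at about 38% in these data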;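 also: cells cotransfected with COUP-TFII expression vector driving the NGFI-A reporter; 0% = median of COUP-TF2 test wells and 100% = reporter-only cells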
The depositor's hits bear a star; . = not tested or not shown. An excerpt (hit frequency here may not be typical).

SMILES | SRC3 inh | TROY NFkB inh | EBV LMP1 NFkB | TRAIL sens C8 | NOD2 RIPK2 PPI | SRC2 inh | SRC1 inh | LRH-1 inv ag | TLR9-MyD88 inh | TWEAK-Fn14 inh | NR2F2 inh
S=c1[nH]nc(-c2ccncc2)n1/N=C/c1ccccc1 | 10 | 0 | -4 | -5 | 6 | 21 | 11 | 4 | -2 | -13 | -4
CC(C)CNC(=O)c1ccccc1NC(=O)CN(c1ccccc1)S(=O)(=O)N(C)C | 8 | 14 | -2 | 3 | -4 | -26 | -7 | 3 | 6 | -4 | 3
C=C(C)n1c(=O)n(Cc2ccc(C)cc2)c2ccccc21 | 0 | 5 | -1 | -12 | -3 | 14 | -1 | 3 | -8 | 13 | 18
Cc1ccc(SCc2cc(=O)[nH]c(N3CCCCC3)n2)cc1 | 0 | -18 | 5 | 10 | -9 | 5 | -13 | 2 | 7 | 19 | 7
C[C@H](CO)N1C[C@H](C)[C@@H](CN(C)C(=O)OCc2ccccc2)OCc2cn(nn2)CCCC1=O | -1 | -14 | 0 | 6 | -20 | -8 | 0 | -12 | -8 | -12 | 12
O=C(CCC1CCCC1)N1CCN(C(=O)c2cccnc2)CC1 | 6 | 12 | -8 | 11 | -7 | 6 | -12 | -16 | 10 | 10 | -6
O=C(NN=C1CCCCCCCCCCC1)c1cccc(S(=O)(=O)N2CCOCC2)c1 | 18 | 15 | -3 | -6 | 3 | 13 | 4 | -4 | -6 | 12 | -10
O=C(CN1CCN(C(c2ccccc2)c2ccccc2)CC1)NCc1ccccc1 | 4 | -8 | -6 | -6 | -2 | -20 | 4 | 8 | -1 | 10 | 4
COc1cc(/C=N/NS(=O)(=O)c2ccccc2)c(OC)c(OC)c1 | 0 | -2 | -6 | -3 | 1 | 4 | -24 | 3 | -81 | -4 | 11
Cc1ccsc1/C=N/n1c(-c2cc(-c3ccccc3)n[nH]2)n[nH]c1=S | 5 | 5 | -7 | -2 | 11 | 6 | 18 | 3 | 3 | 12 | -19
CC(C)(C)Nc1nc2nonc2nc1NC(C)(C)C | 12 | 9 | -4 | 12 | -11 | 16 | 1 | -1 | -3 | 7 | 17
CN1/C(=C\C(=O)COC(=O)c2ccco2)C(C)(C)c2ccccc21 | 6 | -2 | 5 | 1 | 3 | 2 | 4 | 16 | 1 | -7 | 4
COC(=O)c1cc(C(=O)OC)cc(N2C(=O)CC(NNC(=O)c3ccccc3Br)C2=O)c1 (stereo unspecified) | -13 | -9 | 1 | 6 | 5 | 8 | 3 | -15 | 3 | -13 | -17
COc1ccc(/C=N/Nc2ncc(C(F)(F)F)cc2Cl)cc1OC | 13 | -6 | -1 | -1 | 4 | 14 | 17 | -23 | -1 | -33 | 4
C=C(C)[C@@H]1CC=C(CN2CCC(CCOC)(C(=O)OCC)CC2)CC1 | -12 | 3 | -4 | 1 | 5 | 8 | 1 | -4 | -6 | 5 | 4
O=C(c1ccccc1F)N1CCCC(N2CCN(Cc3ccc4c(c3)OCO4)CC2)C1 (stereo unspecified) | -2 | 5 | 8 | -2 | -3 | 4 | -4 | -30 | 9 | 14 | 5
CCOc1ccc(NC(=O)CCC(=O)c2ccc(-c3ccccc3)cc2)cc1 | -6 | -3 | -3 | -4 | -2 | -19 | -6 | -11 | 1 | 8 | 2
COc1ccc(C2Nc3ccccc3C(=O)N2NS(=O)(=O)c2ccccc2)cc1OC (stereo unspecified) | 0 | 11 | -3 | -1 | -15 | -9 | 0 | -15 | -14 | 3 | 4
COc1ccc(N2C(=O)CCC(C(=O)NCCCN3CCC(C)CC3)C2c2ccc(OC)c(OC)c2)cc1 (stereo unspecified) | 11 | 4 | 4 | -8 | -4 | 6 | -2 | 1 | -3 | 9 | -12
CCCCc1c(-c2ccccc2OC)ncn1CCc1ccccc1 | . | 20 | . | 24 | 1 | 8 | . | -19 | . | 0 | 10
Cc1nn(-c2ccccc2)c2c1C1(C(=O)Nc3ccccc31)N1C(=N2)Sc2ccccc21 (stereo unspecified) | 10 | -8 | -4 | 32 | -5 | . | -27 | -4 | -18 | 11 | .
CCOc1cc(/C=C2\SC(=O)N(c3ccc(O)cc3)C2=O)ccc1O | 2 | 22 | -4 | 4 | -1 | 4 | -4 | -2 | 3 | -15 | 13
CCOC(=O)[C@H]1[C@H]2COc3ccccc3[C@@H]2N2C(=O)[C@@H](C)NC(=O)[C@@]12C | 4 | 8 | -4 | -10 | 4 | -2 | -1 | -18 | -6 | -17 | 7
COc1ccc2c(C)cc(N3CCCCCC3)nc2c1 | 0 | -22 | -9 | 9 | 7 | 4 | -19 | 10 | -2 | -23 | -1
N=c1sccn1CC(=O)Nc1ccc(Cl)cc1[N+](=O)[O-] | -1 | 15 | -3 | -15 | 7 | -1 | 8 | 28 | -5 | -6 | 2

Further compounds.
SMILES | SRC3 inh | TROY NFkB inh | EBV LMP1 NFkB | TRAIL sens C8 | NOD2 RIPK2 PPI | SRC2 inh | SRC1 inh | LRH-1 inv ag | TLR9-MyD88 inh | TWEAK-Fn14 inh | NR2F2 inh
COC(=O)c1ccnc(/C=N/O)c1 | 10 | 4 | 3 | -11 | -7 | 2 | -4 | 4 | -1 | -16 | 12
O=C1NC[C@H](CCCCN2C[C@H](Cc3ccccc3)N(CCC3CCCCC3)C(=O)C2=O)N(CCc2ccccc2)C1=O | . | 5 | . | -2 | 2 | 12 | . | -19 | . | -8 | -3
c1ccc(CCN(Cc2ccccc2)Cc2nc(C3CC3)no2)cc1 | -1 | -11 | 1 | -3 | 4 | -1 | -11 | 4 | 3 | 17 | 4
C[C@H](NC(=O)[C@H]1N2C(=O)c3ccccc3C2SC1(C)C)C(=O)N1CCCCC1 (stereo partly specified) | -12 | -1 | 3 | -17 | 0 | -8 | 10 | 6 | 4 | 5 | -10
CC(C)(C)OC(=O)N(CCc1ccccc1)Cc1cccc(OCc2cccc(NC(=O)/C=C/c3ccccc3)c2)c1 | -31 | -18 | 14 | 10 | -3 | -3 | 12 | -18 | -8 | 9 | 13
COc1ccc(NC(=O)NCCN2CCN(c3cc(OC)ccc3OC)CC2)cc1 | -13 | -9 | -32 | 0 | 0 | -10 | 14 | 12 | -4 | 1 | -8
CSc1ccc(Cl)c(C(=O)N2CCN(CC(=O)N3CCCC3)CC2)c1 | -12 | -8 | 1 | -16 | -8 | 2 | -32 | 3 | -4 | 3 | 7
CCO/C=C1/C(=O)N(Cc2ccccc2)C(=O)c2ccccc21 | 3 | -8 | -4 | 3 | -6 | -14 | -7 | -9 | -6 | -17 | 6
CC(C)C(C(=O)O)N1C(=O)/C(=C/C=C/c2ccco2)SC1=S (stereo unspecified) | -6 | 4 | -3 | 3 | -4 | . | -13 | 13 | -10 | 23 | .
Cc1cc(-c2nc3cccnc3s2)ccc1NS(=O)(=O)c1ccc2c(c1)OCCO2 | -5 | 32 | -11 | -22 | -22 | -6 | 6 | -12 | -17 | -33 | 9
CC(=O)Oc1ccc(S(=O)(=O)c2ccc(OC(C)=O)cc2)cc1 | 16 | 12 | -6 | 3 | -12 | 12 | -42 | 18 | 1 | 11 | -9
COC(=O)c1ccc(NS(=O)(=O)c2ccc3c(c2)oc(=O)n3C)cc1 | 7 | -32 | -4 | -6 | -6 | -15 | -15 | 8 | -12 | 10 | 4
CN(C)CCCN(C(=O)c1ccc(S(=O)(=O)N(C)C)cc1)c1nc2cc3c(cc2s1)OCO3 | -16 | -3 | -4 | 10 | -12 | -10 | -8 | -29 | 0 | -11 | 0
COc1ccc(OC)c(NC(=O)COC(=O)[C@H](Cc2ccccc2)NC(=O)c2ccco2)c1 | 6 | 1 | 3 | -6 | -6 | 0 | -3 | -1 | 1 | -4 | -8
COc1cc(OC)c(C(=O)NC2CC(C)(C)NC(C)(C)C2)cc1OC | -4 | 2 | -7 | 15 | 8 | -17 | 8 | 15 | 1 | 0 | -30
CC/C(=C\C1CCCCC1)C(NP(=O)(c1ccccc1)c1ccccc1)c1ccccc1 (stereo unspecified) | 24 | 12 | -1 | 22 | -6 | -1 | -1 | -2 | -5 | 8 | -7
Cc1ccc2cc(CCNC(=O)c3ccco3)c(=O)[nH]c2c1C | -95 | -50 | -23 | -3 | 6 | -18 | -89 | -116 | -2 | 12 | -48

Profiles, quoted from the list.
COC(=O)c1ccnc(/C=N/O)c1 reads SRC3 inh = 10; TROY NFkB inh = 4; EBV LMP1 NFkB = 3; TRAIL sens C8 = -11; NOD2 RIPK2 PPI = -7; SRC2 inh = 2; SRC1 inh = -4; LRH-1 inv ag = 4; TLR9-MyD88 inh = -1; TWEAK-Fn14 inh = -16; NR2F2 inh = 12
CCO/C=C1/C(=O)N(Cc2ccccc2)C(=O)c2ccccc21 reads SRC3 inh = 3; TROY NFkB inh = -8; EBV LMP1 NFkB = -4; TRAIL sens C8 = 3; NOD2 RIPK2 PPI = -6; SRC2 inh = -14; SRC1 inh = -7; LRH-1 inv ag = -9; TLR9-MyD88 inh = -6; TWEAK-Fn14 inh = -17; NR2F2 inh = 6

Some of the entries so far, tab-delimited:
smiles	SRC3 inh	TROY NFkB inh	EBV LMP1 NFkB	TRAIL sens C8	NOD2 RIPK2 PPI	SRC2 inh	SRC1 inh	LRH-1 inv ag	TLR9-MyD88 inh	TWEAK-Fn14 inh	NR2F2 inh
CC(C)(C)OC(=O)N(CCc1ccccc1)Cc1cccc(OCc2cccc(NC(=O)/C=C/c3ccccc3)c2)c1	-31	-18	14	10	-3	-3	12	-18	-8	9	13
COc1ccc(NC(=O)NCCN2CCN(c3cc(OC)ccc3OC)CC2)cc1	-13	-9	-32	0	0	-10	14	12	-4	1	-8
CSc1ccc(Cl)c(C(=O)N2CCN(CC(=O)N3CCCC3)CC2)c1	-12	-8	1	-16	-8	2	-32	3	-4	3	7
CCO/C=C1/C(=O)N(Cc2ccccc2)C(=O)c2ccccc21	3	-8	-4	3	-6	-14	-7	-9	-6	-17	6
CC(C)C(C(=O)O)N1C(=O)/C(=C/C=C/c2ccco2)SC1=S (stereo unspecified)	-6	4	-3	3	-4	.	-13	13	-10	23	.
Cc1cc(-c2nc3cccnc3s2)ccc1NS(=O)(=O)c1ccc2c(c1)OCCO2	-5	32	-11	-22	-22	-6	6	-12	-17	-33	9
CC(=O)Oc1ccc(S(=O)(=O)c2ccc(OC(C)=O)cc2)cc1	16	12	-6	3	-12	12	-42	18	1	11	-9
COC(=O)c1ccc(NS(=O)(=O)c2ccc3c(c2)oc(=O)n3C)cc1	7	-32	-4	-6	-6	-15	-15	8	-12	10	4
CN(C)CCCN(C(=O)c1ccc(S(=O)(=O)N(C)C)cc1)c1nc2cc3c(cc2s1)OCO3	-16	-3	-4	10	-12	-10	-8	-29	0	-11	0
